High-throughput results (PubChem)
PAFAH1B3 FP inh = blocks human PAF acetylhydrolase 1B catalytic subunit 3 | recombinant PAFAH1B3, FP-rhodamine probe, fluorescence polarization | AID 492972 | 340,000 tested, 0.28% active | inhibition, % at 3.39 µM;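 active = inhibition above the screen-wide average of all tested compounds plus 3 SD, cut at about 25% in these data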;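 note: 0% = enzyme with DMSO only and 100% = wells lacking PAFAH1B3 protein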
GSTO1 counter = blocks human GSTO1 in RBBP9 counter-screen. P78417. 300,000 tested, 1.1% active. recombinant GSTO1, activity-based probe fluorescence polarization. AID 1974. inhibition, % at 5.96 µM;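 active = inhibition above the campaign mean inhibition plus 3 SD, cut at about 35% in these data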;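 note: 0% = GSTO1-1 with DMSO and 100% = wells lacking GSTO1-1 enzyme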
PAD4 inh = PAD4 (human) enzyme inhibition. Q9UM07. recombinant PAD4, RCA probe fluorescence polarization. inhibition, % at 6.36 µM. 330,000 tested, 0.41% active. AID 485272;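 active = percent inhibition above a cutoff equal to the mean of all tested compounds plus 3 SD, cut at about 15% in these data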;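 note: 0% = PAD4 with RCA probe and DMSO and 100% = probe without PAD4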
PAFAH2 inh = inhibitors of human PAFAH2. 340,000 tested, 0.99% active. Q99487. inhibition, % at 3.39 µM. recombinant PAFAH2, FP-rhodamine activity probe, fluorescence polarization;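 active = inhibition above the mean over all tested compounds plus 3 SD, cut at about 30% in these data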;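 note: inhibitors block probe labeling of enzyme so polarization drops; 0% = enzyme with DMSO and 100% = wells lacking PAFAH2 protein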
ZTA DNA inh = ZTA (EBV) inhibition in EBNA-1 counter-screen. ZTA-DNA binding, fluorescence polarization. inhibition, % at 11 µM. 320,000 tested, 0.15% active. AID 2234. P03206; in the data active = inhibition above about 33%
EBNA-1 inh = blocks EBNA-1 binding to DNA. AID 1950. 300,000 tested, 0.34% active. inhibition, % at 14.8 µM. EBNA-1 DNA binding, fluorescence polarization; in the data active = inhibition above about 28%
LYPLA2 counter = counter-screen for PME1 inhibitors: inhibitors of human LYPLA2. O95372. recombinant LYPLA2, FP-Rh probe fluorescence polarization. inhibition, % at 5.9 µM. 320,000 tested, 0.38% active;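 active = inhibition above the screen-wide mean plus 3 SD, limit set per campaign, cut at about 26% in these data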;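 note: 0% = LYPLA2 with DMSO and 100% = wells lacking LYPLA2 enzyme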
LYPLA1 counter = blocks human lysophospholipase 1, a PME1 counter-screen; O75608; recombinant LYPLA1, FP-Rh probe fluorescence polarization; inhibition, % at 5.9 µM; 320,000 tested, 0.16% active; AID 2174;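 active = inhibition above the mean of all tested compounds plus 3 SD, set per campaign, cut at about 14% in these data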;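 note: inhibitors block serine hydrolase probe labeling of LYPLA1 so polarization falls; 0% = enzyme with DMSO and 100% = wells lacking LYPLA1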
Target sequence (O75608 whole entry, looked up): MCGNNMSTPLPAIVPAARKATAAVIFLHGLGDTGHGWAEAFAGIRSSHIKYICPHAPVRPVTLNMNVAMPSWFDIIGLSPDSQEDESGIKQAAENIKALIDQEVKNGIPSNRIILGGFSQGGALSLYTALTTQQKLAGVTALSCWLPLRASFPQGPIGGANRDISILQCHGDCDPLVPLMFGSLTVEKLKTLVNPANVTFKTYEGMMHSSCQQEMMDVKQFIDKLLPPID
PREPL inhibitor = inhibitors of human prolyl oligopeptidase-like enzyme PREPL; recombinant PREPL, fluorescence polarization activity-based probe; AID 2751; inhibition, % at 5.96 µM; 320,000 tested, 0.68% active; in the data active = inhibition above about 43%;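 note: 0% = enzyme with DMSO and 100% = wells lacking enzyme; many of its hits are not listed in these tables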
Target sequence (Q4J6C6 whole entry, looked up): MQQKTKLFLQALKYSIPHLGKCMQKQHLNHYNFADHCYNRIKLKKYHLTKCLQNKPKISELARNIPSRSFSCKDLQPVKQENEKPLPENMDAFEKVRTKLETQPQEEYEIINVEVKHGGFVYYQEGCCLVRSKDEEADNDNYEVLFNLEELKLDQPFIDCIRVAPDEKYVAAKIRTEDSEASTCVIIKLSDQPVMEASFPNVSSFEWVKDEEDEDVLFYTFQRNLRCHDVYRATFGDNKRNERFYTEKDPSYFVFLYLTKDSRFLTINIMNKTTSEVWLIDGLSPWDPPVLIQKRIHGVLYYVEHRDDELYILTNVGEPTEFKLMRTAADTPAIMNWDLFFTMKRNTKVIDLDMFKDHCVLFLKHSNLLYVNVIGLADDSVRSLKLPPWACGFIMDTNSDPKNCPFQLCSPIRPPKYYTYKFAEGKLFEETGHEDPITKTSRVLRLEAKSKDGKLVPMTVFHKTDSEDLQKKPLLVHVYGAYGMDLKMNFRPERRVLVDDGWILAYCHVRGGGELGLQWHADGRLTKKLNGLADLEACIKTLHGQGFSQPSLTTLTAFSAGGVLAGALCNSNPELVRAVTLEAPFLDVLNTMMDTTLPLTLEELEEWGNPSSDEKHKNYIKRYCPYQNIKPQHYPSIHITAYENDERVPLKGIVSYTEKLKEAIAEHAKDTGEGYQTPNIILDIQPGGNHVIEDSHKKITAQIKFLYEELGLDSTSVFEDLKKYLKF
Numbers without * were called inactive; nt = not tested or not shown.

Start of the data: the first three compounds, to show the layout:
Under each structure – PAFAH1B3 FP inh, GSTO1 counter, PAD4 inh, PAFAH2 inh, ZTA DNA inh, EBNA-1 inh, LYPLA2 counter, LYPLA1 counter, PREPL inhibitor
CCOC(=O)C1(CCOC)CCN(C(=O)c2ccc(CSC)o2)CC1
  0, 6, -1, -4, 3, -2, 2, -4, 19
CC1(C)Cc2cccc(OCC(=O)Nc3cc(S(C)(=O)=O)ccc3Cl)c2O1
  7, nt, 0, -3, -10, nt, -6, -4, 8
COc1cccc(NC(=O)CN(C)C(=O)c2ccccc2OCC(=O)Nc2cccc(C(F)(F)F)c2)c1
  3, -10, -5, 1, -9, -10, 0, -4, 7

The list itself, repeating the preview:
Under each structure – PAFAH1B3 FP inh, GSTO1 counter, PAD4 inh, PAFAH2 inh, ZTA DNA inh, EBNA-1 inh, LYPLA2 counter, LYPLA1 counter, PREPL inhibitor
CCOC(=O)C1(CCOC)CCN(C(=O)c2ccc(CSC)o2)CC1
  0, 6, -1, -4, 3, -2, 2, -4, 19
CC1(C)Cc2cccc(OCC(=O)Nc3cc(S(C)(=O)=O)ccc3Cl)c2O1
  7, nt, 0, -3, -10, nt, -6, -4, 8
COc1cccc(NC(=O)CN(C)C(=O)c2ccccc2OCC(=O)Nc2cccc(C(F)(F)F)c2)c1
  3, -10, -5, 1, -9, -10, 0, -4, 7
Oc1ccccc1CN(Cc1ccco1)CC(O)COCc1ccc(Cl)cc1 (stereo unspecified)
  -6, 0, -1, 1, -7, 10, 4, -2, 1
CCC1(C)Cc2c(sc3nnn(CC(=O)Nc4ccccc4C)c(=O)c23)CO1 (stereo unspecified)
  1, 4, 0, -6, 5, 7, 26, 2, 4
Fc1ccc(N/N=C/c2ccc(N3CCOCC3)cc2)c(F)c1
  5, 5, -4, 9, 5, 0, 8, 1, 14
Cc1ccc2c(c1)N(CC(=O)N1CCC(C)CC1)C(=O)c1cccnc1O2
  0, 6, 1, -2, -10, -10, -3, 2, 0
COCCn1c(C)cc(C(=O)COC(=O)c2cc3c(s2)CCC3)c1C
  6, 26, -2, 16, -13, 3, 3, -4, 9
COc1ccc(Cl)cc1NC(=O)CC1CCCC1
  1, 0, 1, 6, 11, -1, -2, -4, -2
CN(C)CCCn1c(SCCN2C(=O)c3ccccc3C2=O)nc2ccccc2c1=O
  -7, -2, -3, 4, -1, -6, -2, -2, -14
Nc1ccc(-c2nc3c(Cl)cc(N)cc3[nH]2)cc1
  1, -2, -6, -2, -4, -8, -1, -4, 1
c1ccc(-n2nnnc2-n2nnc3ccccc32)cc1
  3, 1, 2, -2, -1, 12, -1, 1, -9
O=C(CN1C(=O)S/C(=C/c2ccc(N3CCOCC3)cc2)C1=O)N1CCOCC1
  -5, 6, -2, 7, -2, 5, 6, 2, 15
Cc1cccc(NS(=O)(=O)c2ccc(Br)s2)n1
  4, -2, -7, 6, 2, 1, 3, 2, 5
CCN(CC)C(=O)[C@H]1CC(CC(=O)NCCN2CCOCC2)C(=O)N2CCc3c([nH]c4ccccc34)[C@]12C (stereo partly specified)
  8, nt, 2, 13, nt, nt, nt, nt, -5
CC(OC(=O)c1ccc2c(=O)n3c(nc2c1)CCC3)C(N)=O (stereo unspecified)
  8, -6, -2, -2, 6, -4, 2, 1, 3
O=C(COc1ccccc1[N+](=O)[O-])N1CCCc2ccccc21
  12, 8, 0, 2, -6, 4, -3, -3, -1
COc1cc(OC)c(OC)cc1CNCCSc1nnnn1C
  3, -6, 2, -4, 21, 2, 3, -3, 29
C=CCn1c(SCC(=O)N(CCOC)c2c(N)n(CC(C)C)c(=O)[nH]c2=O)nc2ccccc21
  3, 5, 1, 6, 0, 1, -4, -3, -1
CCCNC(=O)COC(=O)c1cc(-c2ccc(OC)cc2)nc2ccccc12
  4, -10, -3, -6, -12, -16, 2, -5, -1
Cc1nnc(NC(=O)c2cccc(S(=O)(=O)N(C)c3cccc(Cl)c3)c2)s1
  5, nt, 2, 9, 10, nt, -3, -4, -4
N=c1c(C(=O)NCC2CCCO2)cc2c(=O)n3ccccc3nc2n1C1CCCC1 (stereo unspecified)
  4, -2, -3, 6, 5, -10, 5, -1, 14
C/C(=N\Nc1nncc2ccccc12)c1ccc(Cl)c([N+](=O)[O-])c1
  -2, -3, 2, -14, -12, 3, 6, 4, 12
O=C(O)c1ccc(/C=C2\SC(=S)N(NC(=O)c3ccc(Br)cc3)C2=O)cc1
  2, -5, -13, 9, 10, -13, 3, -1, 15
O=C(c1ccco1)c1cn[nH]c1-c1ccc(Cl)cc1O
  -3, 5, 1, -3, -3, -3, -12, -4, 9
COc1ccc(N(C(=O)c2ccco2)C(C(=O)NC2CCCC2)c2ccc(N(C)C)cc2)cc1OC (stereo unspecified)
  0, 2, -4, 4, -6, -13, 4, 2, 18
COc1cccc(/C=c2\s/c(=C/C(=O)c3ccc(C)cc3)[nH]c2=O)c1OC
  -19, -6, -4, -28, 8, 6, -3, -1, 12
CC(C)Oc1ccc(/C=C(\NC(=O)/C=C/c2ccco2)C(=O)NCCc2nc3ccccc3[nH]2)cc1
  -7, -5, -4, -9, 13, 14, -13, -7, 3
Cc1ccc(S(=O)(=O)CCc2ccncc2)cc1
  6, 4, -7, -1, 9, -1, -5, -1, -8
Cc1ccccc1CNC(=O)Nc1ccc(Cl)cc1
  12, -1, 1, -6, -5, -1, 3, 2, -2
CC(=O)c1ccc(NS(=O)(=O)c2ccc(CC(C)C)cc2)cc1
  -1, -1, 5, 2, -14, 2, 1, 2, 6
CCOC(=O)c1c(C)[nH]c(C(=O)CSc2nnc(CC(C)c3ccccc3)o2)c1C (stereo unspecified)
  -2, -3, 3, -7, 6, 6, 3, -2, -30
Cn1c(NCCO)nc2c(c1=O)C1(CCCCC1)Cc1ccccc1-2
  5, -3, -3, 2, -2, 9, -4, 0, 3
CC(=O)N(Cc1cc(=O)[nH]c2ccccc12)c1ccccc1
  -2, -2, 6, 0, 11, -3, -2, -1, 0
CC(C)NC(=O)Cn1cc(C(=O)COc2ccccc2)c2ccccc21
  5, -5, 0, 6, -9, -9, -2, -1, 5
CCN1CCN(C(=O)c2cc3ccc(OC)cc3[nH]2)CC1
  9, 3, 5, -3, -13, 3, -9, -1, 8
O=C(NCc1nc(-c2ccccc2)cs1)c1ccccc1
  9, -9, -7, 4, -5, -14, -7, -4, 13
O=[N+]([O-])c1ccc(CNC2CCCc3ccccc32)cc1 (stereo unspecified)
  10, -2, -4, 12, -13, -11, 0, 3, 2
COc1ccc(CN(CC(=O)NCCc2ccccc2)C(=O)CCC(=O)Nc2ccccn2)cc1
  2, 2, 5, 2, 0, -5, -3, -2, -12
Cc1cc(C)nc(N/N=C/c2c(C)oc3ccccc23)n1
  9, -12, -5, 4, 1, 0, 1, 4, 5
CC(=O)c1sc(-c2ccccc2)cc1NS(=O)(=O)c1ccc(C)cc1
  2, -5, -3, 3, 4, 0, 5, -1, -14
O=C(NCC(=O)N1CCOCC1)OCc1ccccc1
  11, -1, -2, -2, 4, 4, 2, -2, 3
COc1ccccc1NC(=O)CON=C(N)CC(=O)NC1CCCCC1
  3, nt, -4, 2, -5, nt, 3, 3, 6
COc1ccc(N2CCN(S(=O)(=O)c3ccc(OC)c(C(=O)N4CCCCC4)c3)CC2)cc1
  8, 10, 0, 7, 0, -10, 6, -5, -10
CCOC(=O)CC1C(=O)NCCN1c1nc2ccc(C)cn2c(=O)c1/C=C1\SC(=S)N(CC(C)C)C1=O (stereo unspecified)
  -18, -1, -39, -24, 9, 1, -28, -16, 3
C=CCn1c(SCC(=O)Nc2c(C)cccc2C)nnc1-c1ccncc1
  -2, 5, -20, 5, -1, 3, 12, -3, 8
COC(=O)C1=[N+]([O-])OC(C(=O)OC)C1c1c[nH]c2ccccc12 (stereo unspecified)
  4, 5, -2, 2, 4, -3, 1, -1, 5
CCOc1ccc(N2CC(C(=O)N3CCCCC3)CC2=O)cc1 (stereo unspecified)
  11, -2, 0, 3, 12, -18, -3, -2, 12
CCN(CC(=O)Nc1c(F)cccc1F)C(=O)CNC(=O)c1ccc2ccccc2c1
  11, nt, 0, 7, -5, nt, -4, -5, 29
CCOc1ccc(-n2c(SCC(=O)Nc3cc(C(=O)O)ccc3Cl)nc3ccccc3c2=O)cc1
  9, 1, -4, 2, -4, -1, 0, 0, -3
COc1cc(C#Cc2c(-c3cncn3C)n(C)c3ccc(-c4ccc5[nH]ccc5c4)cc23)cc(OC)c1
  0, nt, 1, -6, 26, nt, -9, -12, 14
CCOC(=O)CSc1nnc(CNC(=O)c2ccco2)n1-c1ccc(F)cc1
  4, 7, 2, 6, 10, -3, -2, -2, 5
CCN(CC)C(=O)CSc1nc2cc3c(cc2c(=O)n1CCCC(=O)NCCc1ccc(OC)c(OC)c1)OCO3
  0, -6, -1, -4, 10, 0, 5, 2, 3
Cc1ccc(S(=O)(=O)N2CCOCC2)cc1C(=O)NCc1cccnc1
  13, 3, 0, 8, -1, 4, -1, -4, -9
CC(=O)Oc1ccc2occ(C(=O)c3ccccc3)c2c1
  nt, 7, 3, nt, -16, 6, 3, 2, -4
COc1ccc(CSc2ncn[nH]2)cc1[N+](=O)[O-]
  -2, 4, 0, 2, 10, -7, -4, -1, 0
Oc1[nH]c2ccccc2c1N=Nc1nc(Nc2ccccc2)nc(N2CCOCC2)n1
  -13, -26, 3, -14, -8, -6, -9, -5, -14
COc1ccc(N(CC(=O)NCc2ccc(C)cc2)S(=O)(=O)c2c(C)[nH]c(=O)[nH]c2=O)cc1
  4, 3, -1, 0, -19, -4, -3, 3, 8
O=C(NCc1ccccc1)c1c[nH]c2ccc(F)cc2c1=O
  3, -4, -2, 2, 1, 8, 9, 0, 2
O=C(NNC(=O)C1CCN(S(=O)(=O)c2ccc(Cl)cc2)CC1)c1ccc(S(=O)(=O)N2CCCCC2)cc1
  -6, -1, 0, -2, 30, 31*, -3, 1, -3
Cc1nnc(N2CCN(c3ccccc3)CC2)[nH]c1=O
  1, -4, 3, 8, -3, 5, 1, 1, 5

By substructure, the entries above with fluorine.
Under each structure – PAFAH1B3 FP inh, GSTO1 counter, PAD4 inh, PAFAH2 inh, ZTA DNA inh, EBNA-1 inh, LYPLA2 counter, LYPLA1 counter, PREPL inhibitor
COc1cccc(NC(=O)CN(C)C(=O)c2ccccc2OCC(=O)Nc2cccc(C(F)(F)F)c2)c1
  3, -10, -5, 1, -9, -10, 0, -4, 7
Fc1ccc(N/N=C/c2ccc(N3CCOCC3)cc2)c(F)c1
  5, 5, -4, 9, 5, 0, 8, 1, 14
CCN(CC(=O)Nc1c(F)cccc1F)C(=O)CNC(=O)c1ccc2ccccc2c1
  11, nt, 0, 7, -5, nt, -4, -5, 29
CCOC(=O)CSc1nnc(CNC(=O)c2ccco2)n1-c1ccc(F)cc1
  4, 7, 2, 6, 10, -3, -2, -2, 5
O=C(NCc1ccccc1)c1c[nH]c2ccc(F)cc2c1=O
  3, -4, -2, 2, 1, 8, 9, 0, 2

A portion of the library; rates above refer to the full screens.
